CHRM5 PAM = positive allosteric modulators of human muscarinic M5 receptor. CHO-K1 hM5, Fluo-8 calcium, ACh EC20 PAM; 0% = ACh EC20, 100% = ACh EC100. activation, % at 3 µM. 360,000 compounds, 0.3% hits. AID 624038;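 active = activation above the run cutoff, the mean activation of all test compounds plus 3 SD, cut at about 18% in these data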
Target sequence (P08912 whole entry, looked up): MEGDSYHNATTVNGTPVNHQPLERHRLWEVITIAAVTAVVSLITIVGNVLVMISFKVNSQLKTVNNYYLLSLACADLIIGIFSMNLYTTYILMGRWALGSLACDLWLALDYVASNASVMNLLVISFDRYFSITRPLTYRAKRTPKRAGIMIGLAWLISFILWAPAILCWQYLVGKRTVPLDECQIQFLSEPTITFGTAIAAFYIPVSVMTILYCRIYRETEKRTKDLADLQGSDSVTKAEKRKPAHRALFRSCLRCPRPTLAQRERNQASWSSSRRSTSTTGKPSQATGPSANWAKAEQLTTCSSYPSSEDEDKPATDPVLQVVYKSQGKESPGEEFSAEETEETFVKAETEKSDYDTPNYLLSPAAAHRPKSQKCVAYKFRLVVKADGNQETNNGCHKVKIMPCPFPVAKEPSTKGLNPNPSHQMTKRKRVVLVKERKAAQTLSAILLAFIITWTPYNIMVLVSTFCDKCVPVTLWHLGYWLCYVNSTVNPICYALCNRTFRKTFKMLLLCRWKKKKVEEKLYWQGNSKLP
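System: CHO-K1 hM5 cells. Reagent: acetylcholine, EC20 level. Compound dosing: single dose, 3 µM nominal final test concentration. Timing: Post-acetylcholine fluorescence recording 140 s. Detection: Fluo-8 calcium fluorescence. Read-out: % activation, ACh-normalized. Benchmarks: ACh EC20 and EC100 wells. Repeats: singlicate, one well per test compound.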
M1 PAM = potentiates human M1 receptor response to acetylcholine. CHO-K1 hM1, Fluo-8 calcium fluorescence, ACh EC20; 0% = ACh EC20, 100% = maximal ACh. activation, % at 3 µM. 360,000 compounds, 0.088% hits; in the data active = activation above about 19%, passing the limit was not always enough
CHRM4 agonist = agonists of human muscarinic M4 receptor (CHRM4) | P08173 | CHO-K1 hM4/Gqi5, Fluo-8 calcium fluorescence; vehicle 0%, full acetylcholine response 100% | activation, % at 3 µM | 360,000 compounds, 0.14% hits;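 active = activation above the run mean over all test wells plus 3 SD, cut at about 32% in these data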;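 also: peak over basal fluorescence ratio per well then scaled between controls; 0% = DMSO wells and 100% = acetylcholine at EC100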
Target sequence (P08173 whole entry, looked up): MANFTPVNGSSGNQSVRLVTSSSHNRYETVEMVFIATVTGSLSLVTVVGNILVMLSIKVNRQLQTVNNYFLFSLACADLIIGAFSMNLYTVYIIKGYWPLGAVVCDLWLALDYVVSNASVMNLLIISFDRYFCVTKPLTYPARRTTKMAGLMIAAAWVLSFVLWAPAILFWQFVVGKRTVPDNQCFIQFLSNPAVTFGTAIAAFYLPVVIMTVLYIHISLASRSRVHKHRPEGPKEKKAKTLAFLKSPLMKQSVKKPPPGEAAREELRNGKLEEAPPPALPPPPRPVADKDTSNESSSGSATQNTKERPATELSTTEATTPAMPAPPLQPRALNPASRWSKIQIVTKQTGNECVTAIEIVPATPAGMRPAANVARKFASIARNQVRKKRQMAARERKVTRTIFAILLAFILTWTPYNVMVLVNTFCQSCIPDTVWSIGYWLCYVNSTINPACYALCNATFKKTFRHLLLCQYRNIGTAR
M4 PAM = CHRM4 positive allosteric modulation; CHO-K1 hM4/Gqi5, Fluo-8 calcium fluorescence, ACh EC20; 0% = ACh EC20, 100% = maximal ACh; activation, % at 3 µM; 360,000 compounds, 0.4% hits; AID 624126;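 active = activation above its plate's cutoff, the mean activation of sample wells plus 3 SD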; also: some results filed as inactive read as strong as hits
M5 antag = blocks acetylcholine activation of human M5 receptor; CHO-hM5 cells, Fluo-8 calcium fluorescence, ACh EC80; P08912; inhibition, % at 3 µM; 360,000 compounds, 0.59% hits; AID 624040;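 active = inhibition above a per-plate cutoff, the mean of that plate's test compounds plus 3 SD, cut at about 27% in these data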;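 also: 0% = acetylcholine EC80 with DMSO and 100% = DMSO without agonist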
M4 antag = blocks acetylcholine activation of human M4 receptor. 360,000 compounds, 0.73% hits. inhibition, % at 3 µM. CHO-hM4 cells, ACh EC80, Fluo-8 calcium fluorescence. P08173;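 active = inhibition above its plate's cutoff, the mean inhibition of sample wells plus 3 SD, cut at about 27% in these data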;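 also: 0% = acetylcholine EC80 with DMSO and 100% = DMSO without agonist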
M1 antag = antagonists of human M1 muscarinic receptor; inhibition, % at 3 µM; AID 588852; P11229; CHO-K1 hM1, Fluo-8 calcium fluorescence, ACh EC80 antagonist; 360,000 compounds, 1.3% hits;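 active = percent inhibition above its own plate's cutoff, namely the mean of that plate's compound wells plus 3 SD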;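 also: peak over basal fluorescence ratio during 140 s after agonist addition; 0% = ACh EC80 plus DMSO and 100% = DMSO alone without agonist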
CHRM5 agonist = agonists of human muscarinic M5 receptor (CHRM5). P08912. CHO-K1 hM5 cells, Fluo-8 calcium fluorescence; 0% DMSO wells, 100% maximal acetylcholine response. activation, % at 3 µM. 360,000 compounds, 0.19% hits;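 active = activation above the run's mean over test compounds plus 3 SD, cut at about 23% in these data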;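 also: signal is peak over basal fluorescence ratio across the kinetic read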
CRFBP-R2 agonist = CRF-BP/CRF-R2 complex agonism; HEK293 CRF-R2/CRF-BP, calcium dye fluorescence (FLIPR); percent of saturating CRF peptide response; activation, % at 13.2 µM; 350,000 compounds, 0.46% hits; AID 588473;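 active = activation of at least 50%, plus an integration ratio under a set limit after plate pattern correction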;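 also: plate controls were neutral control wells without compound for no effect and CRF at EC100 for full effect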
Numbers without * were called inactive; . = not tested or not shown.

Every second line gives: CHRM5 PAM	M1 PAM	CHRM4 agonist	M4 PAM	M5 antag	M4 antag	M1 antag	CHRM5 agonist	CRFBP-R2 agonist
- CCOc1ccc(NS(=O)(=O)c2ccc(NC(=S)NC(=O)CC(C)C)cc2)cc1
 : -2.8	9.0	12.9	4.6	20.0	9.2	20.8	10.3	18.6
- O=C(Cn1cnc2ccc(Br)cc2c1=O)c1cccs1
 : 15.3	0.6	1.3	-4.5	4.7	0.8	-2.5	-1.9	-0.9
- N#CCCN(C(=O)COC(=O)/C=C/c1cccs1)c1ccccc1
 : 7.9	4.9	1.9	3.1	7.4	-7.8	-6.0	-1.0	-4.6
- COc1cccc(C(=O)NCCN2C(=O)S/C(=C/c3cccs3)C2=O)c1OC
 : -5.3	7.0	5.4	-8.3	6.5	-8.7	-10.2	-3.4	-1.0
- COc1ccc(-c2csc(N3CCOCC3)n2)cc1OC
 : -0.7	-1.2	3.6	5.0	0.0	-7.9	-15.3	0.8	-1.1
- CCOc1ccc(CN(C)CC(=O)Nc2ccc(N3CCOCC3)cc2)cc1OC
 : 4.7	8.3	0.4	1.4	-14.7	-0.1	-0.6	-0.7	2.5
- Cn1nc(C(=O)Nc2nc3ccccc3[nH]2)ccc1=O
 : -2.9	8.9	0.8	1.6	3.8	3.8	2.2	-1.6	-0.5
- OCCNc1nc(NCCC2=CCCCC2)nc(N2CCOCC2)n1
 : -6.3	6.2	4.5	4.3	6.5	7.8	2.1	3.5	-2.5
- Cn1ncc([N+](=O)[O-])c1C(=O)Nc1ccn(Cc2ccccc2F)n1
 : 1.3	1.5	1.1	-5.0	0.0	-9.2	-1.4	-2.4	0.8
- CC(=O)Nc1ccc(NC(=O)CCn2c(=S)oc3ccccc32)cc1
 : 5.4	19.3	0.4	9.4	-0.6	3.2	-11.0	-3.0	1.8
- N#Cc1ccc(NCCc2ccccn2)c([N+](=O)[O-])c1
 : 4.0	-0.2	1.0	4.3	-8.2	4.5	-0.8	3.8	-0.1
- O=C(c1ccc([N+](=O)[O-])cc1)N1CCOC12CCN(c1ncc(C(F)(F)F)cc1Cl)CC2
 : -0.8	7.6	1.6	5.7	-0.8	13.3	-4.4	0.4	0.9
- COCCNC(=O)NC(=O)COC(=O)C12CC3CC(CC(NC(C)=O)(C3)C1)C2
 : 3.6	0.6	-0.4	3.0	-1.8	-0.7	1.8	-3.4	0.7
- CNc1cc(N2CCCCCC2)ccc1[N+](=O)[O-]
 : -8.8	-1.1	0.7	-2.7	2.5	9.9	-7.6	-5.0	1.4
- CCNC(=S)NNC(=O)c1nn(C)c(C)c1Cl
 : 2.8	3.8	0.8	3.3	4.2	-4.8	-7.1	-3.0	-0.6
- COC(=O)C1CCN(CC(=O)N(C)c2c(N)n(Cc3ccccc3)c(=O)[nH]c2=O)CC1
 : -4.9	8.3	0.3	-1.2	9.4	7.2	-9.3	1.7	1.6
- O=C(CC1C(=O)NCCN1C(=O)Nc1ccccc1)Nc1cccc(Cl)c1 (stereo not given)
 : 8.8	9.8	0.9	-9.6	-8.0	12.1	-9.5	3.7	5.6
- C=CCOc1ccccc1C(=O)/C=C1/C(=O)Nc2ccccc21
 : 13.2	2.1	7.3	-11.0	17.0	23.5	5.4	11.3	-0.9
- Cn1c2ccccc2c2n[nH]c(=O)nc21
 : -2.6	1.4	0.4	10.3	-4.5	3.3	-2.3	-1.7	-2.1
- CN1CCN(C(=S)C(=O)NCc2ccccc2)CC1
 : 3.0	12.1	1.5	-7.8	-2.1	0.3	-6.1	0.7	14.2
- COc1ccc(C(=O)C2CN(c3ccccc3)CC2c2ccc(Cl)cc2)cc1 (stereo not given)
 : -0.1	11.3	0.7	0.6	-3.4	1.0	-22.7	-0.4	0.5
- O=C(NCCS(=O)(=O)N1CCN(c2ccc(F)cc2)CC1)C1CC(=O)N(c2ccccc2)C1 (stereo not given)
 : 7.1	6.4	0.8	1.3	-10.3	-2.2	-13.6	-2.1	-1.3
- O=C(C(=O)N1CCN(Cc2ccc3c(c2)OCO3)CC1)c1c[nH]c2ccccc12
 : 0.3	6.3	3.1	-7.6	6.5	6.2	-5.0	-2.3	0.8
- O=c1c(Cc2ccc(Cl)cc2Cl)c(O)ccn1CC(F)(F)F
 : 1.1	6.5	0.2	-0.9	1.6	4.1	-10.6	-1.7	0.8
- O=C(NCCc1cccc(F)c1)C1CCCN(c2nc3ccccc3s2)C1 (stereo not given)
 : -10.6	-1.5	9.8	0.4	6.7	-5.1	7.9	-2.4	0.7
- O=C(Nc1nc2ccccc2c(=O)s1)c1ccc(F)cc1Cl
 : 1.1	17.9	1.9	-0.2	0.7	-12.7	-10.0	-2.7	2.8
- COc1ccc(OC(C)C(=O)NC(C)c2ccccc2)cc1 (stereo not given)
 : 1.9	4.3	0.9	0.6	-0.7	-21.3	-10.2	-3.2	-4.6
- Cc1cc(C)c(NC(=S)N(CCCN2CCN(C)CC2)Cc2cccs2)c(C)c1
 : 3.0	2.9	1.3	-4.9	5.9	7.4	0.8	-6.5	-1.9
- CCCCOc1ccccc1C(=O)NCC(=O)O
 : 2.9	12.7	0.8	11.8	-3.2	2.7	-13.8	0.5	-1.8
- CCCn1nc2cc(C(=O)NC3CCCc4ccccc43)ccc2c1OCC (stereo not given)
 : -6.4	12.7	2.6	4.2	18.3	4.4	-11.7	-2.6	-2.1

Two successive entries from above:
Every second line gives: CHRM5 PAM	M1 PAM	CHRM4 agonist	M4 PAM	M5 antag	M4 antag	M1 antag	CHRM5 agonist	CRFBP-R2 agonist
- CCCCOc1ccccc1C(=O)NCC(=O)O
 : 2.9	12.7	0.8	11.8	-3.2	2.7	-13.8	0.5	-1.8
- CCCn1nc2cc(C(=O)NC3CCCc4ccccc43)ccc2c1OCC (stereo not given)
 : -6.4	12.7	2.6	4.2	18.3	4.4	-11.7	-2.6	-2.1

(further entries)
Every second line gives: CHRM5 PAM	M1 PAM	CHRM4 agonist	M4 PAM	M5 antag	M4 antag	M1 antag	CHRM5 agonist	CRFBP-R2 agonist
- O=c1oc2ccccc2n1Cc1ccccc1
 : 0.1	11.2	0.1	7.8	0.2	-9.3	-5.0	-6.8	0.1
- C[C@H](O)[C@@H]1C(=O)N2CCc3c([nH]c4ccccc34)[C@@H]2C[C@@H]1N(C)C(=O)NC1CCCCC1
 : -0.7	3.8	1.1	2.4	2.5	-6.3	-12.4	-0.4	19.8
- O=C(Nc1ccccc1)c1ccccc1C(=O)N1CCCCC1
 : -2.6	-10.0	0.2	-8.9	-5.1	-4.6	5.7	-1.1	-0.1
- COc1ccc(NC(=O)C(NC(C)=O)C(=O)NCc2ccc(F)cc2)cc1 (stereo not given)
 : 0.6	10.2	0.9	12.4	8.2	-4.5	-30.2	-0.8	-0.7
- O=C(Nc1ncn[nH]1)c1ccccc1O
 : -0.8	9.4	0.0	-6.5	6.9	-1.1	-7.2	-2.0	-1.4
- O=C(CSc1ncccn1)NC(=O)Cc1ccccc1
 : 3.6	6.9	0.1	7.5	0.1	0.8	1.1	3.8	-0.2
- COc1ccccc1Nc1ccc(C(=O)NC2CCCCC2)cn1
 : 6.2	8.5	1.7	2.4	-6.1	-12.7	-10.2	0.3	0.7
- COc1ccccc1NS(=O)(=O)c1cc(NC(C)=O)ccc1N1CCCCC1
 : 13.8	4.3	1.7	-1.1	-8.9	-16.8	4.1	4.7	-1.7
- Cc1cccc(C)c1NC(=O)COC(=O)c1c(C)nn(-c2ccccc2)c1C
 : -4.5	2.0	2.6	5.8	-2.7	-6.0	-4.1	-0.2	-0.7
- Cn1c2ccccc2c2c(C(=O)NCCCN3CCCC3=O)cn(C3CCCCC3)c(=O)c21
 : -6.2	6.0	3.7	3.7	3.0	-10.5	-26.8	-2.3	1.2
- Cc1ccc2c(COC(=O)c3c(C)noc3C)cc(=O)oc2c1
 : -4.6	7.0	5.6	-1.2	11.3	-11.8	9.6	3.7	-0.3
- CCNC(=S)N/N=C1\C(=O)c2cccc3cccc1c23
 : 4.3	4.3	1.6	3.9	-3.9	-3.4	-18.6	-2.0	-0.8
- COc1ccc2ccccc2c1/C=N/NC(=O)c1cccc(Br)c1
 : -4.4	10.3	0.6	-4.1	3.3	2.7	-8.5	-1.8	-1.0
- CCNc1nc(NCC)nc(N(C)n2cnnc2)n1
 : 1.4	5.1	1.3	17.3	-2.8	-7.0	-0.8	-2.9	0.1
- COC(=O)C1(C(=O)OC)C[C@H](/C=C/c2ccccc2)N(Cc2ccccc2OC)[C@@H]1c1ccccc1
 : 2.7	.	2.0	10.8	-17.9	-19.8	.	2.1	.
- CCCCCCCOC(=O)c1nc(Cl)c(Cl)c(N)c1Cl
 : -0.8	-2.1	-1.5	13.7	-3.9	6.8	-5.2	-5.2	-0.9
- Cc1nn(Cc2ccc(Cl)cc2)c(C)c1NC(=O)c1cc(-c2ccc3c(c2)OCO3)on1
 : -1.6	-1.4	1.6	0.0	2.6	10.3	9.9	2.5	13.8
- CC1CCCCC1NC(=O)CN1C(=O)NC(C)(c2ccc(OC(F)F)cc2)C1=O (stereo not given)
 : -5.0	-5.9	2.2	-0.3	10.7	6.5	11.6	2.9	0.6
- CCn1nc(C(=O)NNC(=O)c2ccccc2)c2ccccc2c1=O
 : 0.9	4.0	3.1	0.2	9.9	5.8	-3.1	2.6	-0.5
- CCC1(C2C=COC=C2)NC(=O)NC1=O (stereo not given)
 : -4.5	2.5	0.2	1.0	2.0	5.9	0.1	-1.7	.
- O=C(COC(=O)c1cc[n+]([O-])cc1)Nc1ccc(Cl)cc1[N+](=O)[O-]
 : -4.7	7.3	1.8	3.1	-11.7	0.5	-4.2	0.0	-1.4
- CC(C)c1nc(Cl)c(C#N)c2c1COC(C)(C)C2
 : -12.7	-5.0	10.4	-12.3	19.5	11.7	12.4	0.9	-3.0
- CN(Cc1c(C(=O)N/N=C/c2c(F)cccc2Cl)nnn1-c1nonc1N)C1CCCCC1
 : -1.0	1.2	0.7	0.3	-4.3	-13.5	-1.1	1.2	4.9
- CN(C)c1nc(N/N=C/c2c[nH]c3ccccc23)nc(N2CCOCC2)n1
 : -7.4	-0.3	4.6	4.6	11.3	-8.0	5.9	-0.2	-3.5
- COc1ccc(-c2cc(C(=O)Nc3cccc(S(=O)(=O)NCc4ccco4)c3)c3ccccc3n2)cc1OC
 : -18.6	-13.3	15.2	-20.2	9.4	8.6	40.6*	3.8	0.2
- Cc1nn2cnnc2c(C)c1Cc1ccc(Cl)cc1
 : 3.7	11.2	1.7	7.7	-0.8	-5.2	-16.2	-3.1	-0.1
- Cc1ccc(S(=O)(=O)N2CCC(=O)N(C(COCc3ccc(Cl)cc3)C(C)C)CC2)cc1 (stereo not given)
 : -6.5	3.3	7.1	-0.3	4.1	-2.0	-6.2	-1.2	-1.8
- COc1ccccc1NNC(=O)C(O)(c1ccccc1OC)c1ccccc1OC
 : -3.8	-2.5	5.5	-3.0	-12.4	-10.1	8.3	3.5	-2.7
- Cc1ccc([C@@H]2[C@@H]3C(=O)N(c4ccccc4)C(=O)[C@@H]3[C@]3(C)C(=O)N(Cc4ccc(-c5ccccc5)cc4)CC(=O)N23)o1
 : 9.5	-1.5	2.6	1.6	6.0	5.4	9.8	1.1	-0.1
